TSG101-PTAP inh – blocks PTAP/TSG101 interaction to inhibit HIV-1 budding; Fluorescence polarization, FITC-PTAP peptide / Tsg101 binding; Potency, µM (series often up to 115 µM), for the others: top-dose activity change, negative = inhibition, actives largely listed as inhibitors; 340,000 tested, under 10 active; active means well fitted inhibition curve with a large enough effect in the main read-out, with a control signal flat, not every such curve was filed as active; inconclusive means small, poorly fitted or top-dose-only effect, or effect the other way, or a change in a side signal; inactive means no such curve, though single readings can be large or run the other way; further: potency means the concentration at half of the fitted maximal effect; % of control where 0% means no effect
Target sequence (Q99816 whole entry, looked up): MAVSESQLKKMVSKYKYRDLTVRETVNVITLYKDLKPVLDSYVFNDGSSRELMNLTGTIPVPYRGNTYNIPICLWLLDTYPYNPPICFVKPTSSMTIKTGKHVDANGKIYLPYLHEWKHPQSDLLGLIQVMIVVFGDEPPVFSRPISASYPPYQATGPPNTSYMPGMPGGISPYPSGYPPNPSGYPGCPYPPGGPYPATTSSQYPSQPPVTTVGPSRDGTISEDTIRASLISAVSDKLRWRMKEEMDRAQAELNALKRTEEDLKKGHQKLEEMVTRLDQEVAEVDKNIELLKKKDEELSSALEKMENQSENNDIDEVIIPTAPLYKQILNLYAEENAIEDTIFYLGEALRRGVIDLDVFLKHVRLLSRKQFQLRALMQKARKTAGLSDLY
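FP read-out: FITC-PTAP peptide, 50 nM final, binding Tsg101 binding domain, 10 uM final; 20 min, r.t.; 10 mM HEPES pH 7.5, 0.15 M NaCl, 0.01% Tween 20, 3 mM EDTA, 0.1 mM TCEP.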
AT treatment – potential ataxia-telangiectasia treatments restoring KAP-1 phosphorylation | Potency, µM (top dose mostly 57.5 µM), without a hit: at the highest dose activation, hits mostly activators | 320,000 compounds, 0.19% hits | […] A-T fibroblasts, KAP-1 phosphorylation AlphaLISA; neocarzinostatin DNA damage 30 min before lysis | AID 485349; further: potency means the concentration at half of the fitted maximal effect; % of control where 0% means no effect; nearly all actives have a fitted effect of over 45% in size
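hTERT-immortalized A-T patient fibroblasts ([…]), 500 cells/well in OPTI-MEM, 1% FBS, got compounds for 60 min, then NCS for 30 min at 37C. Lysates were then assayed for phospho-KAP-1 by AlphaLISA (anti-pKAP1 donor, anti-KAP1 acceptor beads), 6 hr at 25C.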
ELG1 repair inh – inhibitors of ELG1-dependent DNA repair in HEK293T cells | HEK293T ELG1-luciferase reporter, luminescence, 16 h; DNA damage induced by 5-fluorouridine | Potency, µM (doses to about 46.1 µM), for the others: at the highest dose activity change, negative = inhibition, usual class: inhibitors | 330,000 compounds, 2.3% hits | AID 504467; further: potency means the concentration at half of the fitted maximal effect; on the % scale 0 is the no-effect control and ±100 the full control effect; nearly all actives have a fitted effect of over 55% in size
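Luminescence from the luciferase reporter, measured 30 min after ONE-Glo reagent at room temperature, was the read-out. Beforehand, 2,000 cells per well were exposed for 16 hr at 37 °C to 5-fluorouridine together with compound or vehicle.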
TCR act – activators of T cell receptors | primary human leukocytes, anti-CD3, IL-2 HTRF, 48 h | Potency, µM (top dose mostly 9.22 µM), without a hit: at the highest dose activation of IL-2 secretion, usual class: activators | 330,000 tested, under 10 active | AID 504894; further: % of control where 0% means no effect
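Primary human leukocytes were stimulated with a-CD3 beads plus compounds for 48 hr without co-stimulation; secreted IL-2 was quantified by HTRF using a-IL-2-K (europium cryptate) and a-IL-2-d2, excited at 320nm with acceptor emission read at 665nm.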
CXXC DNA block – blocks binding of human MLL CXXC domain to DNA. Potency, µM (top dose mostly 115 µM), for the others: top-dose activity change, negative = inhibition, usual class: inhibitors. Q03164. 290,000 compounds, 0.037% hits. AID 2662. MLL-CXXC / FITC-HOXA9 DNA fluorescence polarization; active means well fitted inhibition curve with a large enough effect in the polarisation, with a control signal flat, not every such curve was filed as active; inconclusive means small, poorly fitted or top-dose-only effect, or effect the other way, or a change in a side signal; inactive means no such curve, though single readings can be large or run the other way; the % refers to the polarisation; further: potency means the concentration at half of the fitted maximal effect
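Fluorescence polarization: 7 uM MLL-CXXC (stock) preincubated 5 min with compounds, then 50 nM fluorescein-HOX-A9 DNA (stock) added; 30 min ambient. Buffer 50 mM Tris-HCl pH 7.5, 50 mM NaCl, 1 mM DTT, 0.05% BSA.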
B2AR arrestin – agonists driving beta-arrestin recruitment to human beta2-adrenergic receptor | beta-arrestin recruitment to beta2AR, cell-based reporter | Potency, µM (doses to about 46.1 µM), for the others: at the highest dose activation, usual class: activators | P07550 | 330,000 compounds, 0.02% hits;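 further: potency means the concentration at half of the fitted maximal effect; 0% = DMSO controls and full agonism = EC100 isoproterenol or metaproterenol; nearly all actives have a fitted effect of over 65% in size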
Target sequence (P07550 whole entry, looked up): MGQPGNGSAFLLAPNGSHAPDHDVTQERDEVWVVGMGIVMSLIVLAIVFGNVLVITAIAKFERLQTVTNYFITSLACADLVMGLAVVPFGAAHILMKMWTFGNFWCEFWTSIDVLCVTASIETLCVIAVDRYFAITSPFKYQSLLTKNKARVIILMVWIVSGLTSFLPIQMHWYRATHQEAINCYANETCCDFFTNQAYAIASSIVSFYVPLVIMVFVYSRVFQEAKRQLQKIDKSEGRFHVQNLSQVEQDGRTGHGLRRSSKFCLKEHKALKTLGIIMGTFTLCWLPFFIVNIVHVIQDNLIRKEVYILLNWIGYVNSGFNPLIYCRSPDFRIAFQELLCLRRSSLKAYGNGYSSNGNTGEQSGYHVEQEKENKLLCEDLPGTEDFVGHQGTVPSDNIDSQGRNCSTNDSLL
TRPV1 agonist – human TRPV1 agonism. Q8NER1. TRPV1-expressing cells, Fluo-8 calcium influx, agonist mode. activation, % at 8.33 µM. 320,000 compounds, 0.19% hits; in the data active means activation above about 80%; inconclusive means between about 30% and that limit; further: 0% is about no effect
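Fluo-8 calcium influx in TRPV1-expressing cells, kinetic read (ex 480/em 520 nm). Compound added and read 3 min for agonist activity, followed by capsaicin at EC20 final and 2 min further read for enhancement.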
p53 reactivator – re-activators of mutant p53; 320,000 compounds, 0.063% hits; H1299 p53-A138V BP100-luciferase reporter, luminescence, 24 h; Potency, µM (series often up to 92.2 µM), for the others: top-dose activity change, positive = activation, actives largely listed as activators; further: potency means the concentration at half of the fitted maximal effect; % of control where 0% means no effect; nearly all actives have a fitted effect of over 45% in size
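H1299 (p53-null), stable ts p53-A138V + BP100-Luc; 1000 cells/well, Opti-MEM/10% FBS; cpd 4 pt, 1:5; 24 h, 37 deg C, 5% CO2; detection reagent 10 min RT; luminescence.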
BRCA1 expr act – activators of BRCA1 expression; MCF7-BRCA1-FFLuc reporter, luminescence, 48 h; response scale: scaled: vehicle 0%, 10 µM genistein 100%; Potency, µM (series often up to 46.1 µM), without a hit: at the top dose activation, most hits filed as activators; 380,000 compounds, 1.1% hits; further: potency means the concentration at half of the fitted maximal effect; nearly all actives have a fitted effect of over 80% in size; some results filed as inactive show a strong effect at the top dose
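Luminescence from a BRCA1-driven firefly luciferase in MCF7 cells was the read-out, taken 15 min after substrate addition following 48 h compound exposure at 37 °C. Data were normalized to a 10 microM genistein control and DMSO vehicle.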
Integrin act MD – activators of alpha7 integrin expression for muscular dystrophy | 350,000 compounds, 0.064% hits | Potency, µM (highest dose often 38.3 µM), without a hit: top-dose activation, usual class: activators | AID 624291 | alpha7betagal myoblasts, beta-gal FDG fluorescence, 48 h;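 further: potency means the concentration at half of the fitted maximal effect; 100% = response of the positive control SU9516; nearly all actives have a fitted effect of over 60% in size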
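alpha7betagal+/- myoblasts (passage 13, 250/well) treated 48 h at 37C with compounds at 1:260 dilution of DMSO stock. Lysed, then beta-galactosidase activity read as FDG fluorescence (ex 480/em 540) after 30 min, with pre-read for autofluorescence.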
* marks the source's active call; other numbers are inactive results; ? = inconclusive; nt = not tested or not shown; [ ] = dose if it differs, or a comment. Unless noted, the call rests on the fitted dose curve; in most records, active means well fitted curve in the direction sought with a large enough effect; inconclusive means small, poorly fitted or top-dose-only effect, or another doubt; inactive means no such curve, though single readings can be large; an effect the other way counts as inactive or inconclusive.

SMILES	TSG101-PTAP inh	AT treatment	ELG1 repair inh	TCR act	CXXC DNA block	B2AR arrestin	TRPV1 agonist	p53 reactivator	BRCA1 expr act	Integrin act MD
Cc1cc(N/N=C/c2ccc(N(C)C)cc2)c2ccccc2n1	-5%	1%	1%	1%	5%	0.6%	7	nt	?	6%
CCc1nc2ccc(C(=O)N3CCN(c4cccc(C)c4C)CC3)cc2nc1CC	-2%	-5%	?	-3%	20%	0.0%	11	-2%	-14%	-11%
CCS(=O)(=O)N1CCCC(C(=O)NCCCOC)C1 (stereo not given)	-2%	-1%	13%	2%	0%	-0.4%	-2	-6%	-5%	1%
Cc1ccccc1NC(=S)N1CCN(C(=O)c2ccco2)CC1	0%	0%	3%	-1%	6%	-0.2%	-1	-1%	12%	?
COc1ccc(C(=O)O)cc1S(=O)(=O)Nc1ccc(N2CCCCC2)cc1	-7%	-3%	?	-3%	nt	-0.6%	nt	1%	-28%	0%
CCc1cc(C(=O)NNC(=S)Nc2cccc(C)c2)cs1	0%	2%	?	-1%[46.1 µM]	0%	-0.6%	0	?	44%	16%
CCOC(=O)c1c(C)[nH]c(C)c1C(=O)COC(=O)c1cccnc1OCC	-6%	9%	-15%	-1%	nt	-0.1%	nt	-4%	5%	15%
CC(NC(=O)C1CCC(CNS(=O)(=O)c2ccccc2)CC1)c1ccc2c(c1)OCCO2 (stereo not given)	nt	3%	?	nt	4%	0.1%	2	3%	nt	nt
O=C(CCCc1ccccc1)Nc1nccs1	-3%	nt	nt	-1%	nt	nt	nt	nt	57%	17%
CC(C)OC(=O)CSc1nc2c(cc1C#N)CCCCC2	-5%	6%	?	-6%	4%	0.4%	5	4%	63%	23%
CCOc1ccc(N(CC(=O)NC(C)CC)S(=O)(=O)c2c(C)noc2C)cc1 (stereo not given)	nt	6%	1%	nt	1%	0.2%	7	-1%	nt	nt
CN1C(=O)C(C)(C)c2cc(S(=O)(=O)N3CCN(c4ccc(F)cc4)CC3)ccc21	-7%	2%	-4%	7%	-2%	-0.2%	1	9%	-3%	-18%
Cc1cccc(NC(=O)CC(C)S(=O)(=O)c2ccc3c(c2)NC(=O)CO3)c1C (stereo not given)	-3%	?	3%	-9%	28%	-0.9%	-3	5%	8%	11%
CCOc1ccc(CCNC(=O)c2cc([N+](=O)[O-])ccc2N2CCOCC2)cc1OCC	-6%	0%	-12%	-10%	-6%	-0.1%	0	3%	-8%	-10%
CC(=O)Nc1cc(C(=O)O)ccc1S(=O)(=O)c1ccc(Cl)cc1	-9%	4%	10%	-4%	1%	-0.3%	-3	-14%	-13%	12%
OCCNc1nc(SCc2ccccc2)nc2sc3c(c12)CCC3	3%	5%	25%	-5%	2%	5.0%	4	1%	-32%	-10%
Nc1c(C(=O)NC2CC2)sc2nc3c(c(-c4ccco4)c12)CC/C3=C/c1ccco1	?	-2%	6%	-7%[46.1 µM]	7%	-0.1%	-1	-17%	0%	-9%
COC(=O)c1cccc(Cn2nnc3ccccc3c2=O)c1	-2%	-7%	10%	-1%	2%	-0.4%	-9	-15%	2%	-2%
Cc1ccc(OCC(=O)NC(=S)Nc2cccc(C)n2)cc1	1%	-10%	17%	-1%[46.1 µM]	7%	-0.5%	-2	-1%	21%	5%
O=S(=O)(c1ccc(Br)s1)N1CCNCC1	-5%	25%	-1%	-2%	2%	-0.7%	11	0%	-4%	?

Retrieved by compound from the list above:
SMILES	TSG101-PTAP inh	AT treatment	ELG1 repair inh	TCR act	CXXC DNA block	B2AR arrestin	TRPV1 agonist	p53 reactivator	BRCA1 expr act	Integrin act MD
Cc1cc(N/N=C/c2ccc(N(C)C)cc2)c2ccccc2n1	-5%	1%	1%	1%	5%	0.6%	7	nt	?	6%
CC(C)OC(=O)CSc1nc2c(cc1C#N)CCCCC2	-5%	6%	?	-6%	4%	0.4%	5	4%	63%	23%
CC(NC(=O)C1CCC(CNS(=O)(=O)c2ccccc2)CC1)c1ccc2c(c1)OCCO2 (stereo not given)	nt	3%	?	nt	4%	0.1%	2	3%	nt	nt
COC(=O)c1cccc(Cn2nnc3ccccc3c2=O)c1	-2%	-7%	10%	-1%	2%	-0.4%	-9	-15%	2%	-2%
CCc1nc2ccc(C(=O)N3CCN(c4cccc(C)c4C)CC3)cc2nc1CC	-2%	-5%	?	-3%	20%	0.0%	11	-2%	-14%	-11%
CC(=O)Nc1cc(C(=O)O)ccc1S(=O)(=O)c1ccc(Cl)cc1	-9%	4%	10%	-4%	1%	-0.3%	-3	-14%	-13%	12%

(cont.)
SMILES	TSG101-PTAP inh	AT treatment	ELG1 repair inh	TCR act	CXXC DNA block	B2AR arrestin	TRPV1 agonist	p53 reactivator	BRCA1 expr act	Integrin act MD
Cc1cc(C)nc(-n2nc(C)c3c(C)c(C)c(C)nc32)n1	nt	2%	-11%	nt	-6%	-1.1%	-1	0%	nt	nt
CC(Sc1nnc(Nc2ccccc2F)s1)C(=O)NC1CC1 (stereo not given)	2%	0%	?	-5%	nt	-0.1%	0	21%	21%	30%
O=C(CSCC(=O)Nc1cccc([N+](=O)[O-])c1)Nc1ccccc1	-2%	3%	15%	2%[46.1 µM]	3%	14%	6	102%	-50%	-6%
COC(=O)C1=CN(Cc2ccc(F)cc2)C=C(C(=O)OC)C1c1ccc(O)c(OC)c1	0%	9%	-5%	7%	2%	0.0%	1	-27%	0%	7%
O=C1NC2(CCCCCC2)C(=O)N1Cc1ccccc1F	-3%	5%	-2%	-2%	?	0.4%	11	-3%	8%	-1%
Cn1c(=O)[nH]c(=O)c2c1nc(CN1CCN(c3ccccc3F)CC1)n2CCCc1ccccc1	1%	3%	6.5µM*	3%	2%	0.4%	-6	-16%	10%	18%
COc1ccc2c3n(nc2c1)CCN=C3c1ccc(C)cc1	1%	-8%	12%	-4%	nt	-0.2%	?	6%	-39%	-29%
COc1ccc(CCN2CC(C(=O)N(C)Cc3c(C)n[nH]c3C)CCC2=O)cc1 (stereo not given)	-4%	1%	-17%	7%	-4%	4.7%	2	8%	-22%	9%
COc1ccc(-c2nc(CN3CCC(C(=O)NC4CCN(Cc5ccccc5)CC4)CC3)c(C)o2)cc1OC	-7%	-4%	13%	-4%	9%	-0.1%	-2	0%	1%	-19%
Cc1c(Cl)cccc1NC(=S)N(Cc1ccco1)C(C)c1ccccn1 (stereo not given)	-3%	7%	-10%	0%	-7%	-0.2%	0	-4%	-10%	-37%
COc1ccc(CN(C(=O)c2ccc(-c3ccccc3)[nH]2)C(C(=O)NC(C)(C)C)c2ccncc2)cc1 (stereo not given)	-8%	3%	?	-1%	4%	-1.6%	-7	-7%	-15%	-36%
O=C(Cn1nc(C(=O)O)c2ccccc2c1=O)Nc1cc(S(=O)(=O)N2CCCCC2)ccc1Cl	-1%	-5%	-1%	3%	nt	-0.4%	nt	2%	-17%	-3%
S=C(Nc1ccc(Cc2ccncc2)cc1)Nc1cccc(Cl)c1	-4%	1%	-3%	-4%	7%	0.0%	3	1%	-1%	0%
Cc1ccc(C(=O)COC(=O)c2ccc(O)cc2)cc1	1%	-5%	?	-3%	14%	0.3%	6	30%	?	9%
C1CCc2c(nc3nnnn3c2NCC2CC2)C1	-1%	-7%	-4%	8%	5%	-0.3%	1	3%	-11%	12%
S=C(NCCc1ccccc1)N1CCn2cccc2C1c1ccncc1 (stereo not given)	1%	2%	?	nt	62%[activator]	-0.1%	2	3%	-43%	-44%
O=C(NC(=S)Nc1ccccc1N1CCCCC1)c1cccs1	-7%	-9%	19%	1%[46.1 µM]	0%	-0.7%	20	?	-68%	-5%
COc1ccc(N2C(=O)CCC(C(=O)N3CCOCC3)C2c2ccc(F)cc2)cc1 (stereo not given)	-8%	6%	1%	-1%	1%	-0.3%	-15	24%	3%	25%
O=C(c1cccnc1)N1CCC(Oc2ccc(C(=O)N3CCCC(O)C3)cc2)CC1 (stereo not given)	5%	5%	-7%	-1%	-7%	-0.5%	1	2%	-12%	-26%
COc1ccc(NC(=O)C2C3CCC4C(CCC32)C4(Cl)Cl)cc1 (stereo not given)	0%	2%	16%	11%[46.1 µM]	-4%	-0.7%	?	6%	-7%	-18%
Cc1nc(C)c(-c2csc(Nc3ccc(S(N)(=O)=O)cc3)n2)s1	0%	5%	?	1%	7%	0.2%	1	-79%[inhibitor]	-26%	-2%
COc1ccc(-c2nc(N=Nc3ccc(O)cc3)n[nH]2)cc1	2%	-3%	27%	3%[46.1 µM]	45%[activator]	-0.1%	-1	3%	13%	-5%
Cc1ccsc1/C=N/n1c(=S)[nH]nc(C)c1=O	-1%	-10%	5%	-2%[46.1 µM]	7%	-0.6%	-2	-5%	13%	-2%
